# High-throughput results as filed in PubChem.
# TMEM16A act: mouse TMEM16A channel activation, primary screen. Q8BHY3. HEK293 TMEM16A/YFP-H148Q/I152L, iodide quench fluorescence; stronger effect = lower value. B-score at 10 µM. actives 0.3% (n = 340,000). AID 623877;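 active = fluorescence-ratio B-score plate-corrected deviation score at least 3 library SD below zero, with starting fluorescence score within 5 deviations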;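 also: channel opened by trigger with iodide after compound preincubation; score built on the fluorescence ratio of max minus min over baseline; more negative score means more quench and so TMEM16A activation or potentiation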
# TMEM16A inh: blocks the mouse calcium-activated chloride channel TMEM16A. HEK293 TMEM16A/YFP iodide influx fluorescence, ionomycin. normalized B-score (activity score, 25-100; higher = stronger inhibition) at 10 µM. actives 1.2% (n = 310,000). AID 588511;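 active = ratio plate-corrected score three or more library SD toward inhibition, starting fluorescence score within five deviations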;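 also: score derived from kinetic fluorescence span divided by baseline fluorescence per well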
# RGS4 block: inhibitors of human RGS4; P49798; HEK293 M3R/RGS4 inducible, Fluo-4 calcium flux; stronger effect = higher value; triggered by carbachol at its EC20; B-score at 10 µM; actives 0.45% (n = 310,000);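 active = B-score, a plate-corrected calcium signal, over three deviations above library mean, with baseline fluorescence within five deviations of library mean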;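 also: RGS4 expression induced by doxycycline in cells with stable M3 receptor; B-score is computed from the integrated fluorescence ratio over baseline after carbachol; higher B-score means a larger calcium signal and so more RGS4 inhibition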
# Target sequence (P49798 whole entry, looked up): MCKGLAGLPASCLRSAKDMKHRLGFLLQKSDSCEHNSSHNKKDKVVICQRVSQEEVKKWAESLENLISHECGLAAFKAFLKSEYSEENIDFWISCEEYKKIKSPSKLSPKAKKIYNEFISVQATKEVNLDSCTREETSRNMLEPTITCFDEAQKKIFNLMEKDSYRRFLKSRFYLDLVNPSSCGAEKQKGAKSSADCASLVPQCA
# TRPC6 inhibitor: mouse TRPC6 channel inhibition. HEK293-TRPC6, membrane potential dye, ACh-evoked depolarization; stronger effect = lower value. B-score at 10 µM. actives 1.1% (n = 310,000). AID 2553;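 active = B-score under library mean minus 3 SD, initial fluorescence not abnormally high, positive integrated signal ratio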;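 also: B-score derived from integrated fluorescence ratio over the kinetic read; more negative B-score means stronger inhibition of depolarization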
# Target sequence (Q61143 whole entry, looked up): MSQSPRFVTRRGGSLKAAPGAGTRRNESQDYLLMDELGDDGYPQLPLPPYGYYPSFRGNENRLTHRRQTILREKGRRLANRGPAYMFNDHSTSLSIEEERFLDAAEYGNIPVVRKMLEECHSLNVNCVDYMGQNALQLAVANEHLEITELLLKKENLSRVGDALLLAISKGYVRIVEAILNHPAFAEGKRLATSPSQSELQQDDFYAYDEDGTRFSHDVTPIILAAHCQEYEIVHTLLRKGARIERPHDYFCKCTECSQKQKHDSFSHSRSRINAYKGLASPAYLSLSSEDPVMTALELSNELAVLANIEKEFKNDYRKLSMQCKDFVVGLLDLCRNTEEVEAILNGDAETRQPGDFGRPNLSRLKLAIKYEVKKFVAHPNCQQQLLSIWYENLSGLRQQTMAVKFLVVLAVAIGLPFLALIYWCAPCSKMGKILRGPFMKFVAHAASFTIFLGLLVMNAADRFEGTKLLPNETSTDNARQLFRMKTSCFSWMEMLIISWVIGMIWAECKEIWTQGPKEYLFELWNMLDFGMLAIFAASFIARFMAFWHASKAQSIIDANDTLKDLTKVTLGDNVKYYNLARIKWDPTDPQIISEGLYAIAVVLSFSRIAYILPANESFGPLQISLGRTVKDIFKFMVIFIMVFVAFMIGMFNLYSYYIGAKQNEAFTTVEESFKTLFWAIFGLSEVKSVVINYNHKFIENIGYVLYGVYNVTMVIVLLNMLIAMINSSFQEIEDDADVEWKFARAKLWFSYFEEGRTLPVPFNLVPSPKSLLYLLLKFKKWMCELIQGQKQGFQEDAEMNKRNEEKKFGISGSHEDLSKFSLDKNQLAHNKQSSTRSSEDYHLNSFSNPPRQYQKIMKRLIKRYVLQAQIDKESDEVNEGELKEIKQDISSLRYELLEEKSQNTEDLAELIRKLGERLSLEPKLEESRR
# MrgX1 ag: human MrgX1 receptor agonism, primary screen | MrgX1-HEK293 cells, Fluo-4 calcium fluorescence, agonist mode; stronger effect = higher value | B-score at 10 µM | actives 0.44% (n = 310,000);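 active = calcium response B-score plate-corrected fluorescence ratio at least 3 library SD, with starting fluorescence B-score inside 5 SD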
#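 Material – MrgX1-expressing HEK293 cells · Input – 15,000 cells seeded per well · Dosing – compound as first of three additions · Times – overnight seeding, then 1 h dark dye loading · Measured by – kinetic Fluo-4 NW fluorescence of intracellular calcium · Read-out – B-scored fluorescence response ratio · Benchmarks – positive and negative control wells on each plate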
# RGS4 act: potentiators or activators of RGS4. HEK293 M3R/inducible RGS4, carbachol calcium flux Fluo4; stronger effect = lower value. actives 0.92% (n = 310,000). B-score at 10 µM;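 active = B-score of the integrated calcium signal more than 4 SD below the library mean, with starting fluorescence not abnormally high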;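 also: negative B-score means reduced calcium response which marks RGS4 activation or potentiation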
#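 System: HEK293 FlpIn-TREx cells, stable M3R, doxycycline-inducible RGS4. Timing: overnight RGS4 induction, 30 min dye load 37 °C, 20 min compound RT. Also added: carbachol, ECmax concentration. Measured by: Fluo4 fluorescence kinetic imaging of calcium. Evaluation: integrated calcium ratio converted to B score.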
# TRPC6 act: activates the mouse TRPC6 cation channel | Q61143 | HEK293-TRPC6 membrane potential dye fluorescence; stronger effect = higher value | B-score at 10 µM | actives 0.13% (n = 310,000);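 active = B-score of the integrated fluorescence ratio above library mean plus 3 SD, and starting fluorescence ratio within library mean plus 5 SD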;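 also: higher score means more depolarization so channel activation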
# MrgX1 PAM: human MrgX1 positive allosteric modulation, primary screen; AID 588675; B-score at 10 µM; MrgX1-HEK293, Fluo-4 calcium flux, FDSS; stronger effect = higher value; actives 0.63% (n = 310,000);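 active = plate-corrected calcium response at least 3 library SD above typical, normal starting fluorescence, not activating the receptor alone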;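 also: compound read alongside a low EC10 to EC30 dose of BAM8-22 agonist; peak minus trough fluorescence over baseline measured at the second addition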
# SKKanGAS inh: inhibitors of SKKanGAS S. pyogenes growth in kanamycin (SK-promoter or general growth effect) | AID 1662 | inhibition, % at 7.5 µM | BacTiter-Glo, 6 h | actives 1.3% (n = 300,000);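 active = mean replicate score, as percent of positive control median, at least 50; inconclusive = mean below 50 but one replicate at or above 50; inactive = mean and every replicate below 50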;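 also: strain carries kanamycin resistance gene driven by streptokinase promoter and grows in 40 µg/ml kanamycin; loss of luminescence reflects streptokinase promoter inhibition or plain growth inhibition; 0% = median of DMSO wells and 100% = positive control at its reference dose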
# MrgX1 antag: antagonists of human MrgX1 receptor; AID 588676; MRGX1-HEK293 calcium flux, Fluo-4, BAM8-22 antagonism; stronger effect = lower value; actives 1.3% (n = 310,000); B-score at 10 µM;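 active = calcium-response B-score plate-corrected more than 3 library SD below zero, starting fluorescence within 5 deviations, no agonist response on first addition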;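 also: peak minus trough fluorescence over baseline after final BAM8-22 challenge near maximal dose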
# HDAC3 inh: blocks human histone deacetylase 3; O15379; inhibition, % at 8.3 µM; recombinant HDAC3, fluorogenic peptide/trypsin coupled, fluorescence; actives 0.15% (n = 320,000); in the data active = inhibition above about 26%, passing the limit was not always enough; inconclusive = no clear call, values can overlap the other calls
# * = called active by the depositor; i = inactive; ? = inconclusive; nt = no result given.
SMILES,TMEM16A act,TMEM16A inh,RGS4 block,TRPC6 inhibitor,MrgX1 ag,RGS4 act,TRPC6 act,MrgX1 PAM,SKKanGAS inh,MrgX1 antag,HDAC3 inh
COc1ccc(NS(=O)(=O)c2cccc3nsnc23)cc1OC,i,i,i,i,i,i,i,i,-1.6,i,nt
Cc1ccccc1-c1noc(C23CC4CC(CC(C4)C2)C3)n1,i,i,i,i,i,i,i,i,3.0,i,4.2
COc1ccc(CCNC(=O)Cn2cnc3c(cnn3-c3ccccc3Cl)c2=O)cc1OC,i,i,i,i,i,i,i,i,2.1,i,2.6
COc1ccc2[nH]c(=O)c(-c3nnn(-c4ccc(Cl)c(Cl)c4)n3)cc2c1,nt,i,i,i,i,i,i,i,4.5,i,12.9
O=C(c1ccco1)N1CCN(C(=O)C2CCCO2)CC1 (stereo not drawn),i,i,i,i,i,i,i,i,3.5,i,-3.1
NC(=S)C(c1ccccc1)c1ncc(C(F)(F)F)cc1Cl (stereo not drawn),i,i,i,i,i,i,i,i,-3.6,i,11.0
O=C(c1ccco1)N1CCN(C(=O)c2nn3cccnc3c2Cl)CC1,i,i,i,i,i,i,i,i,-2.1,i,-0.2
CCN(CC)S(=O)(=O)c1ccc(Cl)c(NC(=O)COC(=O)c2cccn2C)c1,i,i,i,i,i,i,i,i,-9.9,i,-7.9
COC(=O)c1sccc1S(=O)(=O)Nc1ccc(C)cc1,i,i,i,i,i,i,i,i,2.6,i,nt
CC1CC(NC(=O)/C=C/C(=O)O)CC(C)(C)C1 (stereo not drawn),i,i,i,i,i,i,i,i,10.3,i,-1.4
CN(C)CCCNC(=S)N(Cc1cccs1)Cc1cc2cc3c(cc2[nH]c1=O)OCCO3,i,i,i,i,i,i,i,i,6.9,i,5.2
COc1ccc(CNC(=O)COC(=O)C2CC2C)cc1OC (stereo not drawn),i,i,i,i,i,i,i,i,-7.6,i,1.1
Cc1[nH]c2ccccc2c1/C=C/C(=O)c1ccccc1,i,i,i,i,i,i,i,i,-8.0,i,7.4
Cc1cc(C)c2nc(SCC(=O)NNC(=O)c3ccco3)c(C)cc2c1,i,i,i,i,i,i,i,i,nt,i,-1.4
COc1cc(C(=O)N/N=C(\C)Cn2nc([N+](=O)[O-])cc2C)ccc1O,i,i,i,i,i,i,i,i,3.6,i,-6.1
CC1CC(C)CN(CCC(=O)Nc2cccc(Cl)c2)C1 (stereo not drawn),i,i,i,i,i,i,i,i,-6.8,i,1.5
O=C(Nc1ccccc1O)c1ccccc1O,i,100*,i,i,i,i,i,i,3.1,-5.84*,8.9
Cc1ccc(S(=O)(=O)N(CC(=O)Nc2ccccc2)C(=O)N2CCN(C)CC2)cc1,i,i,i,i,i,i,i,i,0.0,i,1.9
OC(CNCc1ccc2c(c1)OCO2)COc1ccc(F)cc1 (stereo not drawn),i,i,i,i,i,i,i,i,-2.9,i,6.0
COC(=O)c1c(C)[nH]c(C(=O)/C=C/c2ccc(Cl)cc2)c1C,i,i,i,i,i,i,i,i,37.3,i,nt
Cc1nn(Cc2ccccc2)c(C)c1NC(=O)CCC(=O)O,i,i,i,i,i,i,i,i,-1.6,i,-0.9
CCCCCn1c(-c2ccco2)nc2nc3ccccc3nc21,i,i,i,i,i,i,i,i,11.0,i,-11.1
O=C(O)c1ccc(-n2c(=O)c3ccccc3c3ccccc3c2=O)cc1,i,i,i,i,i,i,i,i,12.0,-6.34*,8.5
O=C(Nc1ccc(N2CCOCC2)cc1)c1cnccn1,i,i,i,i,i,i,i,i,0.9,i,2.1
COCc1c(C(=O)N/N=C(/C)c2ccc(OCc3ccccc3)cc2)nnn1-c1nonc1N,i,i,i,i,i,i,i,i,0.0,i,-7.8
O=C(Nc1cccc(C(=O)O)c1)/C(=C/c1ccc2c(c1)OCO2)NC(=O)c1cccc(Br)c1,i,i,i,i,i,i,i,i,3.2,i,3.8
Cc1cccc(C)c1NC(=O)N1CCCC1C(=O)Nc1ccc(-n2cnnn2)cc1 (stereo not drawn),i,i,i,i,i,i,i,i,1.3,i,9.3
CCN(CC)C1CC(=O)N(c2ccc(Br)cc2)C1=O (stereo not drawn),i,i,i,i,i,i,i,i,2.7,i,-1.5
CCCN1CCN(CC(O)COC(c2ccc(OC)cc2)c2ccc(OC)cc2)CC1 (stereo not drawn),i,i,i,i,i,i,i,i,6.4,i,0.8
CCn1c(O)c(/C=N/n2cnnc2)sc1=S,i,i,i,i,i,i,i,i,-5.7,i,6.4
CCOc1ccc(NC(=O)C2C(c3ccccc3)C2(Cl)Cl)cc1 (stereo not drawn),i,i,i,i,i,i,i,i,16.7,i,-0.6
COc1ccc(CNC(=O)C2CC(c3cccc(OC)c3)=NO2)cc1 (stereo not drawn),i,i,i,i,i,i,i,i,-1.6,i,1.2
O=C(O)CNC(=O)C12CC3CC(CC(Cl)(C3)C1)C2,i,i,i,i,i,i,i,i,5.1,i,?
CCOC(=O)C1CCN(C(=O)CN2C(=O)COc3ccc(C(C)(C)C)cc32)CC1,i,i,i,i,i,i,i,i,0.8,i,2.9
CCCCCN(C(=O)COC(=O)Cc1c(C)nc2ccccc2c1C)c1c(N)n(CCCC)c(=O)[nH]c1=O,i,i,i,i,i,i,i,i,-2.0,i,7.2
COc1cc2cc(Oc3ccc4ccc(=O)oc4c3)c(=O)oc2cc1O,i,i,i,i,i,i,i,i,58.8*,i,0.3
Cc1cccnc1NC(=O)C1CCN(S(=O)(=O)c2cccs2)CC1,i,i,i,i,i,i,i,i,4.2,i,-4.8
COc1cc(Cl)c(C)cc1NC(=O)CNC(=O)Cn1cnc2ccccc2c1=O,i,i,i,i,i,i,i,i,-11.1,i,-5.6
CCCOC(=O)c1c(NC(=O)CCCn2nc([N+](=O)[O-])c(Cl)c2C)sc(C(=O)OC)c1C,i,i,i,i,i,i,i,i,22.7,i,-7.6
CN(C(=O)CSc1nc2ccccc2n1CCc1ccccc1)C1CCS(=O)(=O)C1 (stereo not drawn),i,i,i,i,i,i,i,i,-0.9,i,-7.8
CCc1cc(/C(Cc2csc(C)n2)=N/O)c(O)cc1O,i,i,i,i,i,i,i,i,-11.4,i,5.6
CCOC(=O)c1sc(N2C(=O)C(O)=C(C(=O)c3ccco3)C2c2ccc(C)o2)nc1C (stereo not drawn),i,i,i,i,i,i,i,i,30.2,i,-1.9
N#Cc1c(-c2ccco2)cc(-c2ccccn2)nc1N,i,i,i,i,i,i,i,i,28.7,i,-22.5
Cc1cc(C)n(C(=O)c2cc3c(s2)CCCC3)n1,i,i,i,i,i,i,i,i,15.2,i,0.3
CC1=NN(c2nc(-c3ccc(C)cc3)cs2)C(=O)C1N=Nc1ccc2ccccc2c1 (stereo not drawn),i,i,i,i,i,i,i,i,10.0,i,2.0
CCOc1ccccc1N(CC(=O)NCC1CCCO1)C(=O)CCC(=O)Nc1nccs1 (stereo not drawn),i,i,i,i,i,i,i,i,4.4,i,1.0
COc1ccc(C2=NOC(C(=O)Nc3ccc(C)cc3)C2)cc1OC (stereo not drawn),i,i,i,i,i,i,i,i,-9.5,i,0.4
O=C(NCc1cccc(Cl)c1)C1CCC(=O)N(CCCN2CCOCC2)C1 (stereo not drawn),i,nt,i,i,nt,i,i,nt,-2.0,nt,nt
COc1ccc(F)cc1S(=O)(=O)NCc1cc(=O)n(C)c(=O)n1C,i,i,i,i,i,i,i,i,-3.1,i,4.5
O=C(Nc1cccc(O)c1)c1cc(-c2ccco2)on1,i,i,i,i,i,i,i,i,9.1,i,4.7
O=C(NCC1(c2ccccc2)CCCC1)c1ccccc1,i,i,i,i,i,i,i,i,9.0,i,0.5
O=C(CCSCc1ccccc1F)N1CCN(c2ccccn2)CC1,i,i,i,i,i,i,i,i,-3.4,i,-1.7
O=C(Cc1cccs1)NCCCc1ccccc1,i,i,i,i,i,i,i,i,0.0,i,6.3
Cc1ccc2c(c1)NC(=O)C(CC(=O)NCCCN1CCc3ccccc3C1)O2 (stereo not drawn),i,i,i,i,i,i,i,i,-2.6,i,3.7
COc1ccc(CCn2c(-c3ccncc3)n[nH]c2=S)cc1OC,i,i,i,i,i,i,i,i,10.3,i,?
O=C(CCCCCN1C(=O)c2ccccc2C1=O)Nc1cccc(O)c1,i,i,i,i,i,i,i,i,-4.7,i,5.4
O=C(COc1ccc(F)cc1)NN1C(=O)CSC1=S,i,i,i,i,i,i,i,i,1.6,i,-3.7
COc1ccc(-c2nnc(C)c3nocc23)cc1,i,i,i,i,i,i,i,i,2.1,i,5.5
Cc1ccc(C2c3[nH]c4ccccc4c3C[C@H]3C(=O)N(c4ccccc4C(=O)N4CCC(C(=O)O)CC4)C(=O)N23)cc1 (stereo partly drawn),i,i,i,i,i,i,i,i,12.7,i,-3.2
O=S(=O)(c1ccccc1)N1C2CCC1CC(O)(c1cccnc1)C2 (stereo not drawn),i,i,i,i,i,i,i,i,-7.3,i,-4.2

# Other results:
SMILES,TMEM16A act,TMEM16A inh,RGS4 block,TRPC6 inhibitor,MrgX1 ag,RGS4 act,TRPC6 act,MrgX1 PAM,SKKanGAS inh,MrgX1 antag,HDAC3 inh
CCCCNC(=O)C1CCC(=O)N1CCc1ccccc1 (stereo not drawn),i,i,i,i,i,i,i,i,0.4,i,-0.8
CCCc1ccc(Oc2cn[nH]c2-c2ccc(O)c(C)c2O)cc1,i,100*,i,i,i,-9.09*,i,i,88.5*,-6.77*,9.1
Cc1c(C(=O)O)oc2c1C(O)CCC2 (stereo not drawn),i,i,i,i,i,i,i,i,2.3,i,-7.9
O=C(COc1ccccc1)Nc1nnc(-c2ccc(Cl)s2)o1,i,i,i,i,i,i,i,i,8.4,i,6.2
O=C(c1nc2ccccn2c1CN1CCN(c2ccccc2O)CC1)N1CCCC1,i,i,i,i,i,i,i,i,-1.7,i,-3.2
O=C(NCCOC(=O)c1ccccc1)c1ccc([N+](=O)[O-])cc1,i,i,i,i,i,i,i,i,3.1,i,3.1
COc1ccc(CCNC(=O)CC2SC(=NCCc3ccccc3)NC2=O)cc1 (stereo not drawn),i,i,i,i,i,i,i,i,-8.9,i,-7.0
Cc1cccc(/C=N/NC(=O)C(C)Nc2cccc3ccccc23)n1 (stereo not drawn),i,i,i,i,i,i,i,i,3.0,i,9.3
